Source: PubChem (Johns Hopkins Ion Channel Center)
MrgX1 agonist = agonists of human MrgX1 receptor, primary screen, HEK293 cells, Fluo-4 calcium flux | Mas-related G-protein coupled receptor member X1 (Homo sapiens), Q96LB2 | Fluo-4 calcium fluorescence, agonist mode; stronger effect = higher value | B-score at 10 µM | actives 0.44% (n = 310,000) | AID 588627, 2011;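 active = calcium response B-score plate-corrected fluorescence ratio at least 3 library SD, with starting fluorescence B-score inside 5 SD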
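Test system: Stable human MrgX1 HEK293 cell line | Schedule: Overnight plating before 1 h dye loading | Read-out basis: Baseline-normalised fluorescence change ratio, B-scored | Detection: Kinetic calcium dye fluorescence, Fluo-4 NW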
TRPC4 block = inhibitors of mouse TRPC4 channel, primary screen, Fluo4 calcium, HEK293 TRPC4beta/mu-opioid cells | Short transient receptor potential channel 4 (Mus musculus), Q9QUQ5 | DAMGO-evoked Fluo4 calcium flux; stronger effect = lower value | B-score at 10 µM | actives 0.39% (n = 300,000) | AID 2247, 2010;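 active = B-score over 3 SD under the library average, no early fluorescence shift, positive overall ratio signal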
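Assay system: HEK293 cells with stable TRPC4beta plus mu-opioid receptor expression. Dosing: single dose. Measured by: Fluo4 Ca2+ flux fluorescence. Also added: DAMGO in two steps, submaximal then maximal. Read-out: B score from integrated Fluo4 fluorescence ratio.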
TRPC4 agonist = activators of mouse TRPC4 channel, primary screen, Fluo4 calcium, HEK293 TRPC4beta/mu-opioid cells; Short transient receptor potential channel 4 (Mus musculus), Q9QUQ5; Fluo4 calcium fluorescence; stronger effect = higher value; B-score at 10 µM; actives 0.49% (n = 310,000); AID 2237, 2010;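 active = B-score above 5 SD of library B-scores, and initial fluorescence ratio not above library mean plus 5 SD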;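 note: positive B-score marks a calcium rise read as TRPC4 activation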
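Assay system – TRPC4beta and mu-opioid receptor HEK293 stable cells · Measured by – Fluo4 fluorescence, kinetic · Schedule – dye loading 45 min room temperature, 110 s kinetic read · Read-out – B-scored integrated calcium fluorescence ratio · Controls – buffer and maximal DAMGO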
ANO1 block = TMEM16A chloride channel inhibitors, primary screen, cell-based, HTS. normalized B-score (activity score, 25-100; higher = stronger inhibition) at 10 µM. Anoctamin-1 (Mus musculus), Q8BHY3. HEK293 TMEM16A/YFP iodide influx fluorescence, ionomycin. actives 1.2% (n = 310,000);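 active = ratio plate-corrected score three or more library SD toward inhibition, starting fluorescence score within five deviations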;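 note: score derived from kinetic fluorescence span divided by baseline fluorescence per well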
Target sequence (Q8BHY3 whole entry, looked up): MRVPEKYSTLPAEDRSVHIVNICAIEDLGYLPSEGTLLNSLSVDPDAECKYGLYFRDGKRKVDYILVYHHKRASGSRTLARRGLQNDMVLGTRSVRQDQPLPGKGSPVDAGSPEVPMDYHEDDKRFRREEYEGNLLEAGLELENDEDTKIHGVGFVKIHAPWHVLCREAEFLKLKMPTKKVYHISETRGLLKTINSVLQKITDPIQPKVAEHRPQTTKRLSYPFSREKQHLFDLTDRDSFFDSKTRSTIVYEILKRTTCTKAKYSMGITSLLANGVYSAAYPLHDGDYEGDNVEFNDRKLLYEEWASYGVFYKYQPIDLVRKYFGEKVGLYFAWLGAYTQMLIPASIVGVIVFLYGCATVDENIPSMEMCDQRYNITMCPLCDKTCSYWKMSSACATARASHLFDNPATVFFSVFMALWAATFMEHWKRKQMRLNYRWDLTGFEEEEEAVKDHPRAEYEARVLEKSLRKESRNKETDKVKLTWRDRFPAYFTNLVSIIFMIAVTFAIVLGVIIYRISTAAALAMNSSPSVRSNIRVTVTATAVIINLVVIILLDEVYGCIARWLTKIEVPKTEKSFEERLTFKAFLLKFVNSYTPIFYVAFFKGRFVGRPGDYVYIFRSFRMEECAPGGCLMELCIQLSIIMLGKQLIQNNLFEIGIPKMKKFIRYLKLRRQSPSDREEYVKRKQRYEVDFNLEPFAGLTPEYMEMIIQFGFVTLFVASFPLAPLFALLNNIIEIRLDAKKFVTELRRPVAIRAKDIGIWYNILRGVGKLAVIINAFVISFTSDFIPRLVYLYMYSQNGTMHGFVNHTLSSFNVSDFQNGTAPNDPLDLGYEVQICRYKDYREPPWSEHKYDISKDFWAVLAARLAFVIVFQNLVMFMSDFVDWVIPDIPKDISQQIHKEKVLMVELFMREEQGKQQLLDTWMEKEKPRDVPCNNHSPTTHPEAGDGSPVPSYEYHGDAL
TRPC6 act = mouse TRPC6 channel activators, primary screen, cell-based, HEK293, membrane potential dye; HEK293-TRPC6 membrane potential dye fluorescence; stronger effect = higher value; actives 0.13% (n = 310,000); B-score at 10 µM;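 active = B-score of the integrated fluorescence ratio above library mean plus 3 SD, and starting fluorescence ratio within library mean plus 5 SD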;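 note: higher score means more depolarization so channel activation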
MrgX1 antag = antagonists of human MrgX1 receptor, primary screen, HEK293 cells, Fluo-4 calcium flux. Mas-related G-protein coupled receptor member X1 (Homo sapiens), Q96LB2. BAM8-22 antagonism; stronger effect = lower value. B-score at 10 µM. actives 1.3% (n = 310,000);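 active = calcium-response B-score plate-corrected more than 3 library SD below zero, starting fluorescence within 5 deviations, no agonist response on first addition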;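 note: peak minus trough fluorescence over baseline after final BAM8-22 challenge near maximal dose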
TMEM16A act = TMEM16A chloride channel activators or potentiators, primary screen, cell-based, HTS. actives 0.3% (n = 340,000). HEK293 TMEM16A/YFP-H148Q/I152L, iodide quench fluorescence; stronger effect = lower value. B-score at 10 µM. Anoctamin-1 (Mus musculus), Q8BHY3;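 active = fluorescence-ratio B-score plate-corrected deviation score at least 3 library SD below zero, with starting fluorescence score within 5 deviations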;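 note: channel opened by trigger with iodide after compound preincubation; score built on the fluorescence ratio of max minus min over baseline; more negative score means more quench and so TMEM16A activation or potentiation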
MrgX1 PAM = positive allosteric modulators of MrgX1, primary screen, HEK293 cells, Fluo-4 calcium flux | Mas-related G-protein coupled receptor member X1 (Homo sapiens), Q96LB2 | B-score at 10 µM | AID 588675, 2011 | actives 0.63% (n = 310,000) | FDSS; stronger effect = higher value;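 active = plate-corrected calcium response at least 3 library SD above typical, normal starting fluorescence, not activating the receptor alone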;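 note: compound read alongside a low EC10 to EC30 dose of BAM8-22 agonist; peak minus trough fluorescence over baseline measured at the second addition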
TRPC4 PAM = positive allosteric modulators of TRPC4, primary screen, cell-based, mouse TRPC4beta, HEK293 mu-opioid, Fluo-4 calcium | actives 0.42% (n = 310,000) | B-score at 10 µM | DAMGO EC20, Fluo-4 Ca2+ flux; stronger effect = higher value | Short transient receptor potential channel 4 (Mus musculus), Q9QUQ5;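 active = B-score of calcium response area above 5 SD of library B-scores, with initial fluorescence ratio within 5 SD of library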;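 note: B-score of integrated fluorescence ratio over time as area under calcium response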
TRPC6 inhibitor = mouse TRPC6 channel inhibitors, primary screen, cell-based, HEK293, membrane potential dye. ACh-evoked depolarization; stronger effect = lower value. Short transient receptor potential channel 6 (Mus musculus), Q61143. B-score at 10 µM. actives 1.1% (n = 310,000);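 active = B-score under library mean minus 3 SD, initial fluorescence not abnormally high, positive integrated signal ratio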;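 note: B-score derived from integrated fluorescence ratio over the kinetic read; more negative B-score means stronger inhibition of depolarization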
RGS4 block = RGS4 inhibitors, primary screen, cell-based, HEK293 M3R inducible RGS4, calcium flux. Regulator of G-protein signaling 4 (Homo sapiens), P49798. actives 0.45% (n = 310,000). AID 463165, 2010. B-score at 10 µM. Fluo-4 calcium flux; stronger effect = higher value; triggered by carbachol at its EC20;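 active = B-score, a plate-corrected calcium signal, over three deviations above library mean, with baseline fluorescence within five deviations of library mean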;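 note: RGS4 expression induced by doxycycline in cells with stable M3 receptor; B-score is computed from the integrated fluorescence ratio over baseline after carbachol; higher B-score means a larger calcium signal and so more RGS4 inhibition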
The depositor's hits bear a star; i = inactive; nt = not tested or not shown.

SMILES	MrgX1 agonist	TRPC4 block	TRPC4 agonist	ANO1 block	TRPC6 act	MrgX1 antag	TMEM16A act	MrgX1 PAM	TRPC4 PAM	TRPC6 inhibitor	RGS4 block
Cc1ccc(-n2ncc3c(SCc4ccccc4)ncnc32)cc1	i	i	i	i	i	i	i	i	i	i	i
CN(CC(=O)Nc1cccc(F)c1)C(=O)c1ccc(-c2cccc(C(F)(F)F)c2)o1	i	i	i	i	i	i	i	i	i	i	i
O=C1C=C(NCCc2ccccc2)C2(CCCCC2)O1	i	i	i	i	i	i	i	i	i	i	i
CCCCN(C(=O)c1cccc(-n2cccc2)c1)c1c(N)n(CCCC)c(=O)[nH]c1=O	i	i	i	i	i	i	i	i	i	i	i
Cc1ccc(CNC(=O)CC2(CC3=NS(=O)(=O)c4ccccc4N3)CCCC2)cc1	i	i	i	i	i	i	i	i	i	i	i
CCOC(=O)C1CCCN(C(=O)N2CCOCC2)C1 (stereo not given)	i	i	i	25*	i	i	i	i	i	i	i
CCOC(=O)CC(NC(=O)Cn1nnc(-c2ccccc2F)n1)c1ccccc1Cl (stereo not given)	i	i	i	i	i	i	i	i	i	i	i
CCn1nnnc1NCc1ccc(N2CCCC2)cc1	i	i	i	i	i	i	i	i	i	i	i
CC(C)Cn1c(Br)nc2c1c(=O)n(CCC#N)c(=O)n2C	i	i	i	i	i	i	i	i	i	i	i
CCOC(=O)N1CCN(C(=O)CSc2nc(-c3cccc(C)c3)ns2)CC1	i	i	i	i	i	i	i	i	i	i	i
Cc1ccccc1N1C(S)=C(C#N)C(=O)NC12CCCCC2	i	i	i	i	i	i	i	i	i	i	i
CCOC(OCC)P(=O)(C(C)C)C(C)C	i	i	i	i	i	i	i	i	i	i	i
Cc1ccc(Oc2ccc(S(=O)(=O)NCC(C)(C)N3CCOCC3)cc2)cc1	i	i	i	i	i	i	i	i	i	i	i
CC(OC(=O)/C=C/c1cccc(Cl)c1)C(=O)NC1CCCCC1C (stereo not given)	i	i	i	i	i	i	i	i	i	i	i
Cc1cc(C)c2[nH]c(O)c(N=Nc3ccc(C(=O)O)cc3)c2c1	i	i	i	i	i	i	i	i	i	i	i
O=C(N/N=C/C(Br)=C/c1ccccc1)c1ccc([N+](=O)[O-])cc1	i	i	i	i	i	i	i	i	i	i	i
Cc1cc(NC(=O)COC(=O)[C@H](C)NC(=O)c2ccccc2)no1	i	i	i	i	i	i	i	i	i	i	i
COc1ccc2c(c1)C1=NN(/C(C)=C\C(C)=O)C(c3ccccc3)C1CC2 (stereo not given)	i	i	i	i	i	i	i	i	i	i	i
Cc1cc(C)c2c(=O)n(CC(=O)N3CCC(N4CCCCC4)CC3)sc2n1	i	i	i	i	i	i	i	i	i	i	i
CCOc1ccc(CSC(=N)N)cc1	i	i	i	i	i	i	i	i	i	i	i
O=C(CC(c1ccccc1)c1ccccc1)Nc1nn[nH]n1	i	i	i	i	i	i	i	i	i	i	i
CCCn1c(N)c(C(=O)COC(=O)c2c(C)noc2C)c(=O)n(C)c1=O	i	i	i	i	i	i	i	i	i	i	i
Cc1ccc(NC(=O)CC2SC3=NCCN3C2=O)cc1 (stereo not given)	i	i	i	i	i	i	i	i	i	i	i
Cc1ccc(-c2sc(-c3cccnc3)nc2CC(=O)O)cc1	i	i	i	i	i	i	i	i	i	i	i
Cc1ccc(CNC(=O)C2CC(c3cccc(F)c3)=NO2)cc1 (stereo not given)	i	i	i	i	i	i	i	i	i	i	i
COCc1cc(C)nc2sc(C(=O)N3CCCC3)c(N)c12	i	nt	i	i	i	i	i	i	i	i	i
C=CCNC(=S)/C(=C(\[O-])c1ccc(Cl)cc1)[n+]1ccccc1	i	i	i	i	i	i	i	i	i	i	i
CCCCNC(=O)C1CC(c2cccc([N+](=O)[O-])c2)=NO1 (stereo not given)	i	i	i	i	i	i	i	i	i	i	i
COc1ccc(NC(=O)Cn2nnc(C(=O)NCc3ccccc3OC)c2N)cc1Cl	i	i	i	i	i	i	i	i	i	i	i
CCCOc1cccc(C(=O)NCCCNC(=O)c2ccccn2)c1	i	i	i	i	i	i	i	i	i	i	i
Cc1ccc(N2CC(NS(=O)(=O)c3cccs3)CC2=O)cc1C (stereo not given)	i	i	i	i	i	i	i	i	i	i	i
CCOc1cccc(/C(O)=C2/C(=O)C(=O)N(CCN3CCOCC3)C2c2cccnc2)c1 (stereo not given)	i	i	i	i	i	i	i	i	i	i	i
COC(=O)c1scc(C)c1N/N=C(\C)c1ccc(F)cc1	i	i	i	i	i	i	i	i	i	i	i
O=C(NCCCN1CCOCC1)c1cc2c(s1)CCCC2	i	i	i	i	i	i	i	i	i	i	i
O=C(NCCCN1CCOCC1)c1ccc2c(=O)n(Cc3ccc(Cl)cc3)c(=S)[nH]c2c1	i	i	i	i	i	i	i	i	i	i	i
CCN(CC)C(CNS(=O)(=O)c1ccc(Cl)cc1)c1ccccc1 (stereo not given)	i	i	i	i	i	i	i	i	i	i	i
COc1ccc(N(C)C(=O)CCS(=O)(=O)c2cccc3nonc23)cc1	i	i	i	i	i	i	i	i	i	i	i
COC(=O)c1ccc(C(=O)OC)c(NC(=O)COC(=O)CCOc2ccc(C)cc2)c1	i	i	i	i	i	i	i	i	i	i	i
CC(C)(C)c1ccccc1OCCOCCNCc1ccccc1	i	i	i	i	i	i	i	i	i	i	i
CCOc1cc(S(=O)(=O)NCCCN2CCOCC2)ccc1F	i	i	i	i	i	i	i	i	i	i	i
Cc1ccc(NC(=S)N(CCCN(C)C)Cc2cc3cc4c(cc3[nH]c2=O)OCO4)c(C)c1	i	-6*	i	i	i	i	i	i	i	i	i
CCN(CC)S(=O)(=O)c1ccc(C)c(NC(=O)CSc2nc3ccccc3[nH]2)c1	i	i	i	i	i	i	i	i	i	i	i
CC(=O)NC1(C(F)(F)F)C(=O)Nc2c1c(=O)n(C)c(=O)n2C (stereo not given)	i	nt	nt	i	nt	i	i	i	nt	nt	nt
CCOC(=O)N/N=C\c1ccc(-c2cccc(C(F)(F)F)c2)o1	i	i	i	i	i	i	i	i	i	i	i
CCCn1c(N)c(Sc2ccccc2)c(=O)n(CCC)c1=O	i	i	i	i	i	i	i	i	i	i	i
CCCCNC(=O)N(O)C1N(CCCC)C(=O)N(CC(=O)OC)C1(C)C (stereo not given)	i	i	i	i	i	i	i	i	i	i	i
COc1ccc(/C=N/NS(=O)(=O)c2ccccc2)cc1OS(=O)(=O)c1ccc(C)cc1	i	i	i	i	i	i	i	i	i	i	i
COc1ccc(CCCc2nnc(SCC(=O)Nc3cc(C)c(C)cc3Br)o2)cc1	i	i	i	i	i	i	i	i	i	i	i
CCC(=O)N1CCc2cc(Br)cc(S(=O)(=O)CCC(=O)NCc3ccco3)c21	i	i	i	i	i	i	i	i	i	i	i
CC1CCC(NC(=O)CCNC(=O)c2ccccc2)CC1 (stereo not given)	i	i	i	i	i	i	i	i	i	i	i

More records follow.
SMILES	MrgX1 agonist	TRPC4 block	TRPC4 agonist	ANO1 block	TRPC6 act	MrgX1 antag	TMEM16A act	MrgX1 PAM	TRPC4 PAM	TRPC6 inhibitor	RGS4 block
Cn1ccsc1=NC(=O)c1ccc(Cl)c([N+](=O)[O-])c1	i	i	i	i	i	i	i	i	i	i	i
COc1cc(C(=O)OCC(=O)Nc2ccc(OC(F)F)cc2)cc(OC)c1OC	i	i	i	i	i	i	i	i	i	i	i
COC(=O)C1C2C=CC3(CN(Cc4cccs4)C(=O)C13)O2 (stereo not given)	i	i	i	i	i	i	i	i	i	i	i
COc1cccc(CC2(CO)CCN(Cc3ccc4cccc(F)c4n3)CC2)c1	i	i	i	i	i	i	i	i	i	i	i
CC1(C)OC(=O)C(=Cc2ccc[nH]2)C(=O)O1	i	i	i	i	i	i	i	i	i	i	i
O=C1C(=O)N(CCS(=O)(=O)c2ccccc2)c2ccccc21	i	i	i	i	i	i	i	i	i	i	i
CCOc1cccc(/C=N/Nc2nc(N3CCCC3)nc(N3CCCC3)n2)c1O	i	i	i	i	i	i	i	i	i	i	i
CCNC(=O)NC(=O)C(C)OC(=O)[C@H](C)NS(=O)(=O)c1c(C)c(C)cc(C)c1C (stereo not given in full)	i	i	i	i	i	i	i	i	i	i	i
CCCOc1ccc(C2=NNC(c3cccs3)=Nc3ccc(OC)cc32)cc1	i	i	i	i	i	i	i	i	i	i	i
C#Cc1ccc(CN2CCN(Cc3ccsc3)C(CCO)C2)cc1 (stereo not given)	i	i	i	i	i	i	i	i	i	i	i
COc1ccc(/C(C)=N\NC(=O)c2ccc(-c3ccccc3)cc2)c(F)c1	i	i	i	i	i	i	i	i	i	i	i
CCn1c(SCC(=O)OC)nnc1-c1ccc(C)cc1	i	i	i	i	i	i	i	i	i	i	i
COc1ccc(C(=O)C2CCCN(Cc3sc(N4CCCC4)nc3Cl)C2)c(OC)c1 (stereo not given)	i	i	i	i	i	i	i	i	i	i	i
CC1=Nn2c(nnc2-c2n[nH]c3c2CCC3)SC1	i	i	i	i	i	i	i	i	i	i	i
Cc1cc(/C=N/n2cnnc2)c(C)n1-c1ccc2c(c1)OCO2	i	i	i	i	i	i	i	i	i	i	i
Nc1nc(SCC(=O)c2c(N)n(Cc3ccccc3)c(=O)[nH]c2=O)n[nH]1	i	i	i	i	i	i	i	i	i	i	i
